High-throughput results as filed in PubChem.
PAX8 reporter = lowers PAX8-driven luciferase in RMG-I cells. RMG-I TPO-luciferase reporter, SteadyGlo, 24 h. inhibition, % at 12.6 µM. 1.2% of 360,000 active. AID 652154;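 active = mean replicate inhibition at least 60% with every replicate also reaching 60%; inconclusive = only one of the two criteria is met; inactive = mean below 60% and not all replicates reaching 60%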;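 also: luciferase light reporting Pax8 driven TPO promoter activity; plate controls were median of neutral control wells for no effect and mitoxantrone controls for full effect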
ARNT-TACC3 inh = disrupts binding between human ARNT and TACC3 | Q9Y6A5 | inhibition, % at 9.99 µM | AID 623870 | AlphaScreen His-ARNT PAS-B/GST-TACC3 binding, luminescence; TACC3 fragment carries E629A point mutation | 0.66% of 390,000 active;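 active = mean inhibition of replicates at least 50% and at least half of replicates each reaching 50%; inconclusive = half or more replicates reach 50% but mean below 50%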;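 also: 0% = complete ARNT plus TACC3 wells and 100% = ARNT alone without TACC3; many hits fall short of the cut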
CFTR F508del cor = CFTR F508del correction in bronchial cells | CFBE cells, YFP halide quenching; stimulated with forskolin plus potentiator P3; % fluorescence drop versus neutral controls | activity (quench increase), % at 7.58 µM | 0.36% of 350,000 active;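 active = mean added fluorescence quench of at least 8% versus neutral control, with both replicates also reaching 8%; inconclusive = only one of the mean or replicate conditions met; inactive = mean below 8% and not both replicates reaching 8%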;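 also: cells transiently co-express mutant CFTR-F508del with the halide-sensitive YFP; corrector assay measuring rescue of mutant channel to the surface after 24 h compound exposure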
Xi reactivation = X-chromosome reactivation activator | XiGFP mouse fibroblasts, % GFP-positive cells imaging, 3 d; cells co-treated with 5-aza-dC sensitizer; scaled so ellipticine positive control = 100% | activation, % at 7.58 µM | 0.055% of 360,000 active | AID 743238;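 active = mean normalized replicate activation at least 10% and every replicate at or above 10%; inconclusive = only one of the two criteria met; inactive = mean below 10% and not all replicates reach 10%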;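 also: 0% = median of on-plate neutral control wells and 100% = ellipticine 6 µM median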
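assay system = SV40-immortalized XiGFP fibroblast cells, line 68-5-11 | buffer or medium = DMEM plus 5-aza-dC sensitizer | doses = single-point pinned compound dosing | times = 3-day compound exposure, then 15 min fixation at room temperature | benchmarks = positive control ellipticine, 6 µM final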
GSIS activator = GLuc luminescence reporter in INS-1E cells, primary screen for activators of glucose-dependent secretion of insulin; INS-1E GLuc reporter insulin secretion, 2-3 h; activation, % at 16.6 µM; 0.61% of 370,000 active;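 active = lowest replicate activation of at least 40%, so every replicate reaches that level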;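 also: 0% = median of neutral control wells and 100% = median of IBMX positive control wells; some compounds called inactive have numbers as strong as hits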
EWS-Fli inh = EWS/Fli transcriptional activity inhibition | 0.67% of 350,000 active | inhibition, % at 12.6 µM | A673 NR0B1-luciferase reporter, viability-normalised | AID 651661;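 active = mean inhibition of at least 50% after viability correction, with every replicate also passing that limit; inconclusive = mean reaches 50% but only one of two replicates passes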;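 also: firefly luciferase signal divided by Alamar Blue viability fluorescence both relative to DMSO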
ERp5 inh = inhibitors of human ERp5. Q15084. ERp5 insulin aggregation, absorbance 650 nm, 90 min. inhibition, % at 9.99 µM. 0.05% of 350,000 active. AID 651711;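 active = mean replicate inhibition above about 25%, with every replicate also reaching it, limit read from the data, passing the limit was not always enough; inconclusive = only one of those two criteria met; inactive = neither criterion met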
Target sequence (Q15084 whole entry, looked up): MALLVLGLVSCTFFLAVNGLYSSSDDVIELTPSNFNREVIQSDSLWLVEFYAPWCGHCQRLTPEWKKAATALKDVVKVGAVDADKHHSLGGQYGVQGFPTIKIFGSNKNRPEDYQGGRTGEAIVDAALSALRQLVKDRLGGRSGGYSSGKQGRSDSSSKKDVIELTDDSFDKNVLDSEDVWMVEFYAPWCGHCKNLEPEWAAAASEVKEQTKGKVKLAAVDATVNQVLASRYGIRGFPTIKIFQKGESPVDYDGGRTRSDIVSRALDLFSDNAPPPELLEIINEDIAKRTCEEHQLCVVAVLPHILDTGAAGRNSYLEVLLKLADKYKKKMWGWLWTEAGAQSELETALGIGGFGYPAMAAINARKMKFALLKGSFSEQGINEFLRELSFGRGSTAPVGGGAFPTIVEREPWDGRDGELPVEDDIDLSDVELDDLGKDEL
DENV2 CPE rescue = inhibitors of DENV2 cytopathic effect; AID 651640; CPE inhibition, % at 9.99 µM; DENV2-infected cells, cytopathic effect rescue, plate reader; 1.7% of 350,000 active; in the data active = CPE inhibition above about 20%, passing the limit was not always enough; inconclusive = no clear call, values can overlap the other calls; tested in BHK-21 cells;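 also: 0% = median of neutral control wells and 100% = median of positive control wells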
Active calls of the source: *; ? = inconclusive; . = no result given.

Under each structure – PAX8 reporter	ARNT-TACC3 inh	CFTR F508del cor	Xi reactivation	GSIS activator	EWS-Fli inh	ERp5 inh	DENV2 CPE rescue
- O=C(O)CC1(CC(=O)NCc2ccc(Cl)cc2)CCCCC1
→ -6	-2	1.7	0.0	3	10	3	-1
- O=C(Nc1ccc(Cl)c(S(=O)(=O)N2CCOCC2)c1)c1cc2ccccc2oc1=O
→ -69	-5	-0.2	0.1	.	-90	-2	6
- CN(C)CCCNC(=O)C[C@H]1CC[C@H]2[C@H](COc3ccc(NC(=O)C4CCC4)cc3C(=O)N2C)O1
→ -4	-1	1.6	0.0	9	-9	8	6
- C[C@H](CO)N1C[C@H](C)[C@H](CN(C)Cc2ccc3c(c2)OCO3)OCc2cnnn2CCCC1=O
→ .	-7	2.0	0.0	11	6	8	7
- O=[N+]([O-])c1ccc(SCCO)nc1SCCO
→ -9	1	-4.1	0.2	5	14	-3	0
- C[C@@H]1CN([C@@H](C)CO)S(=O)(=O)c2ccc(C#CCN(C)C)cc2O[C@@H]1CN(C)C(=O)C1CCC1
→ .	-8	2.8	-0.2	2	-1	-6	17
- COc1ccc(NC(=O)N(C)C[C@H]2Oc3ccc(NC(=O)Nc4cccc5ccccc45)cc3CC(=O)N([C@@H](C)CO)C[C@H]2C)cc1
→ 8	-4	-0.2	0.3	-1	-7	-4	-2
- CCN(c1ccc(OC)cc1)S(=O)(=O)N1CCCC(C(=O)NCc2ccc(OC(C)C)cc2)C1 (stereo not drawn)
→ 17	.	-3.0	-0.1	-15	13	-11	-4
- CCN(CC)C(=O)c1ccc(-c2nnc(Nc3ccc(O)cc3)c3ccccc23)cc1
→ 42	5	-2.6	0.0	.	13	2	?
- C[C@@H]1CN([C@H](C)CO)C(=O)c2cc(NS(=O)(=O)c3ccccc3)ccc2O[C@@H](C)CCCCO[C@@H]1CN(C)Cc1ccncc1
→ 8	-27	3.7	1.5	-12	3	-10	-3
- Cc1nn(C)c(C)c1NC(=O)CCl
→ -24	.	-0.2	0.0	0	2	-2	-2
- COc1ccc(C2=NN(C(=O)CCC(=O)O)C(c3ccc(OC)cc3)C2)cc1 (stereo not drawn)
→ 19	-6	.	-0.2	.	5	1	2
- N#C/C(=C/c1ccc(O)c(O)c1)C(=O)NCc1ccc(Cl)cc1
→ 49	0	-1.4	0.4	-3	30	2	-3
- COCCN1Cc2cccc(C(=O)NCCCN3CCCC3=O)c2C1=O
→ -21	-6	1.3	0.0	13	-4	0	-5
- CO[C@@H]1CN(C)C(=O)c2ccc(NC(C)=O)cc2OC[C@@H](C)N(C(=O)Cc2cccnc2)C[C@@H]1C
→ -22	.	1.0	-0.4	-9	0	.	.
- CNC[C@@H]1OCCCC[C@H](C)Oc2ccc(NC(=O)Nc3c(C)noc3C)cc2C(=O)N([C@@H](C)CO)C[C@H]1C
→ 3	-3	-0.8	-1.1	12	-6	3	-9
- CN(C(=O)CSc1nc2cc(Cl)ccc2c(=O)n1Cc1ccco1)C1CCS(=O)(=O)C1 (stereo not drawn)
→ -12	-14	4.2	0.0	-27	-13	4	3
- CCc1nnc(NC(=O)CSCc2cc(=O)n3cc(C)sc3n2)s1
→ 1	-2	-1.2	0.1	23	6	-5	0
- CC(C)=CCc1c(O)ccc(C2COc3c(CC=C(C)C)c(O)cc(O)c3C2=O)c1O (stereo not drawn)
→ .	-24	2.5	.	16	-16	3	1
- CN(C(=O)COc1ccc(-c2nnco2)cc1)C1CCS(=O)(=O)C1 (stereo not drawn)
→ -6	18	0.0	0.0	0	-7	3	-7

Other entries
Under each structure – PAX8 reporter	ARNT-TACC3 inh	CFTR F508del cor	Xi reactivation	GSIS activator	EWS-Fli inh	ERp5 inh	DENV2 CPE rescue
- COC(=O)[C@H]1[C@H](CO)[C@H]2Cn3c(ccc(-c4ccccc4)c3=O)[C@H]2N1Cc1cccc(F)c1
→ 7	-8	1.0	0.0	-11	-2	1	-1
- Cc1cccn2c(=O)c(/C=C(\C#N)C(N)=O)c(N3CCN(c4ccccc4)CC3)nc12
→ 21	-2	2.3	0.0	-15	11	-3	-6
- C[C@H]1CN([C@@H](C)CO)C(=O)Cc2cc(NC(=O)Nc3ccccc3)ccc2O[C@@H]1CN(C)S(=O)(=O)c1ccc(F)cc1
→ -4	-2	-2.2	0.1	-3	1	-3	-1
- N#CC1C(=O)Nc2cccnc21 (stereo not drawn)
→ 15	.	-2.8	0.1	11	3	1	?
- CO[C@H]1CN(C)C(=O)c2ccc(NS(=O)(=O)c3cccc(F)c3)cc2OC[C@H](C)N(Cc2cc(F)ccc2F)C[C@@H]1C
→ 38	15	-7.8	0.0	-32	24	0	-9
- COc1ccc(-n2c(=O)c3ccccc3n(CC(=O)Nc3ccccc3OC)c2=O)cc1
→ 18	5	1.2	-0.1	9	4	2	-8
- CCn1c(CNC(=O)c2ccco2)nnc1SCC(=O)Nc1cccc(F)c1
→ -4	-2	2.0	0.1	-2	10	0	5
- CCC(=O)Nc1nnc(SCC(=O)Nc2ccc3c(c2)OCO3)s1
→ 8	-8	1.7	0.2	-4	.	1	0
- COC(=O)CN1C(=O)[C@@H]2[C@H](C1=O)[C@@H]1CC(C(=O)OC)=C[C@@H](C(=O)OC)[C@@H]3C1=C(C(=O)[C@]3(C)NC(=O)c1ccccc1)[C@@H]2C
→ -18	.	-2.5	-0.1	-13	-12	-1	18
- Cc1ccc(NC(=O)CN(C)C(=O)COc2c(Cl)cc(Cl)c3ccc(C)nc23)cc1
→ 19	-3	.	0.1	9	-2	-7	3
- C=CC(=O)NN(C)c1ncc(C(F)(F)F)cc1Cl
→ 28	-3	4.3	-0.2	3	3	-1	-8
- CCOC(=O)c1cc(NC(=O)CN2CCCC2)cc(C(=O)OCC)c1
→ -12	30	-0.3	0.0	2	-5	-3	-2
- CC(=O)N[C@@H]1C=C[C@H](CC(=O)NCc2ccc(Cl)cc2)O[C@@H]1CO
→ -10	-4	-1.7	0.1	4	-2	-1	3
- COc1ccc2c3c(n(C)c2c1)[C@H](CO)N(S(=O)(=O)c1ccc(C)cc1)CC31CCN(S(=O)(=O)c2ccc(C)cc2)CC1
→ .	.	4.6	0.2	13	12	-1	-6
- CC(C)CCNC(=O)C1CCC(CNc2c(N3CCC(C)CC3)c(=O)c2=O)CC1 (stereo not drawn)
→ 11	-1	0.7	0.2	-9	-6	1	19
- CN(C)/C=C(\C#N)C(=O)N/N=C/c1ccc(Cl)cc1
→ -63	.	2.1	-0.1	-5	-11	5	.
- Cc1c(/N=C(\[O-])Nc2ccc(Br)cc2)sn[n+]1C
→ -42	.	0.9	0.1	-5	31	4	3
- CC[C@]12c3[nH]c4cc(CCC(=O)N(C)C)ccc4c3CCN1C(=O)[C@@H](CC(=O)NCCc1ccccn1)C[C@@H]2C(=O)N1CCN(C(=O)C2CC2)CC1
→ -11	.	1.0	0.0	-13	-9	1	9
- S=c1[nH]nc(-c2ccc3ccccc3n2)n1-c1ccc2ncccc2c1
→ 15	2	.	-0.1	27	-11	3	2
- O=S(=O)(c1cc(Cl)ccc1Cl)N1CCN(c2ccccn2)CC1
→ 11	-8	-1.1	0.3	-7	17	1	0

Additional entries:
Under each structure – PAX8 reporter	ARNT-TACC3 inh	CFTR F508del cor	Xi reactivation	GSIS activator	EWS-Fli inh	ERp5 inh	DENV2 CPE rescue
- Nc1ccn([C@@H]2O[C@H](CNCc3cccc4c3sc3ccccc34)[C@@H](O)[C@H]2O)c(=O)n1
→ 2	.	1.1	0.2	.	-9	-1	-1
- O=C(O)c1cc(-c2cc(C(=O)O)c3ccccc3n2)ccc1O
→ -3	15	4.3	0.1	-7	17	2	9
- CCN(C(=O)COC(=O)c1ccc(COc2ccc3c(C)cc(=O)oc3c2)cc1)C1CCS(=O)(=O)C1 (stereo not drawn)
→ -15	5	0.1	-0.1	8	0	4	-4
- C[C@H]1CN([C@@H](C)CO)C(=O)c2cc(NC(=O)CCCN(C)C)ccc2O[C@@H]1CN(C)C(=O)Nc1ccccc1
→ 3	-1	-3.5	-0.4	12	-7	1	-2
- CC1CCCCN1S(=O)(=O)CCNC(=O)c1ccccc1 (stereo not drawn)
→ 5	-3	1.2	0.2	11	-4	1	0
- CCc1nc(SCc2ccc(F)cc2)n[nH]1
→ -22	-1	1.0	1.5	9	-44	4	-2
- O=C(NNC(=O)C1CCC1)c1ccc(Br)cc1
→ -8	-5	-0.9	0.5	6	-8	-7	-2
- OC[C@@H]1[C@@H](c2ccc(Br)cc2)[C@H]2CN(Cc3ccccn3)CCCCN12
→ 7	16	1.7	0.0	30	-7	-3	?
- CC(=O)N/N=C(\C)CC(=O)Nc1ccc2c(c1)OCCO2
→ -11	.	-1.7	0.1	2	7	5	.
- COc1cccc(OCc2nn[nH]n2)c1
→ 12	-2	-1.1	-0.1	18	1	5	1
- CC(C)CC#Cc1cnc2c(c1)C(=O)N([C@H](C)CO)C[C@@H](C)[C@H](CN(C)Cc1ccccc1)O2
→ .	1	-3.5	-0.6	-16	-5	-3	-5
- Cc1ccc(-c2csc(NC(CO)c3nc4ccccc4n3CCOCCO)n2)cc1 (stereo not drawn)
→ 8	6	2.9	-0.1	-11	-2	-1	5
- COc1ccccc1CN1C(=O)C(Cc2ccccc2)ON=C1c1ncccc1C (stereo not drawn)
→ 6	.	-1.8	0.0	-13	1	0	8
- COc1ccc(NC(=O)Nc2ccc3c(c2)C(=O)N([C@H](C)CO)C[C@@H](C)[C@@H](CN(C)C(=O)NC(C)C)OCCCC[C@H](C)O3)cc1
→ -22	-6	1.0	-0.1	-4	-1	-5	4
- O=C(CC[C@H]1O[C@@H](n2ccc(=O)[nH]c2=O)[C@H](O)[C@@H]1O)NCCN1CCOCC1
→ -3	.	-2.4	0.0	.	2	4	-3
- COc1ccc(S(=O)(=O)N2CCCCC2)cc1NS(=O)(=O)c1ccc(CNC(C)=O)cc1
→ 11	-10	3.4	0.0	.	6	3	-3
- COc1cc(/C=N/NC(=O)c2cc(C3CC3)[nH]n2)ccc1O
→ -6	5	-0.3	-0.2	16	-7	5	18
- C[C@@H]1CN([C@@H](C)CO)C(=O)c2cc(NS(=O)(=O)c3ccc(Cl)cc3)ccc2O[C@@H]1CN(C)C(=O)Nc1ccc2c(c1)OCO2
→ .	0	1.4	-1.1	-9	-4	14	-8

Reprinted from above, four compounds:
Under each structure – PAX8 reporter	ARNT-TACC3 inh	CFTR F508del cor	Xi reactivation	GSIS activator	EWS-Fli inh	ERp5 inh	DENV2 CPE rescue
- CC(=O)N[C@@H]1C=C[C@H](CC(=O)NCc2ccc(Cl)cc2)O[C@@H]1CO
→ -10	-4	-1.7	0.1	4	-2	-1	3
- COc1ccc2c3c(n(C)c2c1)[C@H](CO)N(S(=O)(=O)c1ccc(C)cc1)CC31CCN(S(=O)(=O)c2ccc(C)cc2)CC1
→ .	.	4.6	0.2	13	12	-1	-6
- CC(C)CCNC(=O)C1CCC(CNc2c(N3CCC(C)CC3)c(=O)c2=O)CC1 (stereo not drawn)
→ 11	-1	0.7	0.2	-9	-6	1	19
- CN(C)/C=C(\C#N)C(=O)N/N=C/c1ccc(Cl)cc1
→ -63	.	2.1	-0.1	-5	-11	5	.
